SENP8 inh – blocks human SENP8 cleavage of Nedd8 substrate; recombinant SENP8, Nedd8 substrate fluorescence; actives 0.64% (n = 360,000); Q96LD8; inhibition, % at 20 µM; AID 602440; in the data active = inhibition mostly above about 40%, no sharp cut-off; inactive = mostly below about 27%
Target sequence (Q96LD8 whole entry, looked up): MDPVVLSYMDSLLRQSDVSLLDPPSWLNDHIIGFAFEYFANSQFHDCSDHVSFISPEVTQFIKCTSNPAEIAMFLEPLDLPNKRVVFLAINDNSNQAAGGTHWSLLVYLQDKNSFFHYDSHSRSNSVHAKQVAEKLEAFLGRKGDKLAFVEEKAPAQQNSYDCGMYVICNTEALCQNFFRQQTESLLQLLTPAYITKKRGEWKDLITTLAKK
SENP1 FRET inh – inhibitors of human SENP1 SUMO protease catalytic domain; AID 624204; actives 0.21% (n = 360,000); recombinant SENP1 catalytic domain, CyPet-SUMO1-YPet FRET cleavage; inhibition, % at 10 µM;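 active = inhibition at least 30% at 10 µM, raw YFP signal under a set limit, fluorescence ratio 0.5 to 1.5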;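 note: 0% = enzyme with DMSO and 100% = no enzyme wells; some results filed as inactive read as strong as hits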
Target sequence (Q9P0U3 419-644 limits assumed): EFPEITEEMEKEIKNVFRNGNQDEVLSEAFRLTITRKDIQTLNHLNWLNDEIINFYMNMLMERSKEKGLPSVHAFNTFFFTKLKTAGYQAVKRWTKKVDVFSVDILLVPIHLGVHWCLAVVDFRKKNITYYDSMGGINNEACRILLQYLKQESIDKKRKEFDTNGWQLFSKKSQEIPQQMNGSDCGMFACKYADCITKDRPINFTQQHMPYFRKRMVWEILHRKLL
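Assay system: hSENP1 catalytic domain, recombinant. Amount: SENP1 enzyme, 20 pM final. Schedule: 50 min reaction, RT, dark. Technique: FRET, CFP and YFP emission. Control set: no-enzyme wells low, DMSO-plus-enzyme wells high control.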
* hit, by the source's call; i = inactive. These rows are one share of the data. The share of hits here may be higher or lower than overall.

Each structure is followed by: SENP8 inh, SENP1 FRET inh
CCN(C)C1CN(Cc2cn(CCCOC)nn2)S(=O)(=O)C1 (stereo not drawn)
→ 11.0, 1.1
O=C1c2ccccc2C(c2nnnn2Cc2ccccc2)N1CCCN1CCOCC1 (stereo not drawn)
→ 16.9, -0.7
CC1(C(=O)NS(=O)(=O)c2cccc(Cl)c2)CCN1C(=O)CC1CCCC1 (stereo not drawn)
→ 6.5, 0.3
CC(C)c1ccc(NC(=O)Nc2nc(CN)cs2)cc1
→ 15.2, 1.5
CCc1nc2ccc(C(=O)NCCOc3ccc(OC)cc3)cn2c1N(C)CCCc1ccccc1
→ 2.1, -5.7
COC(=O)[C@]12CCCCC=C1N(Cc1cccc3ccccc13)C(=O)[C@H](CC(=O)NCc1cccc(C(F)(F)F)c1)C2
→ 23.9, 2.6
CC(=O)Nc1cc(-c2ccc(N3CCN(C)CC3)cc2)cn2c(-c3ccc(F)cc3)cnc12
→ i, 27.1
CSCCC(c1nnnn1Cc1ccccc1)N1CCN(C/C=C/c2ccccc2)CC1 (stereo not drawn)
→ 5.3, -0.4
CCC(=O)NC(c1cccs1)c1cc([N+](=O)[O-])c2cccnc2c1OC (stereo not drawn)
→ 95.9*, 10.2
CC1(C(=O)Nc2ccc3c(c2)OCCO3)CN(S(C)(=O)=O)CC(=O)N1CCc1ccc(O)cc1 (stereo not drawn)
→ 7.7, -2.8
O=S1(=O)CC(N2CCCCC2)CN1CCc1ccccc1 (stereo not drawn)
→ 10.1, 1.2
CCN(CC)C(=O)c1cccc(-c2csc(C(O)(c3ccccc3)C(F)(F)F)n2)c1 (stereo not drawn)
→ 11.7, 2.4
CCc1nc2ccc(C(=O)Nc3ccc(OC)c(OC)c3)cn2c1N(CCC(C)C)CCN(C)C
→ -7.7, -2.9
CC(=O)Oc1ccc(Cn2c(C)c(C(=O)NC3CC3)sc2=O)cc1
→ 4.9, -1.7
c1cc(-c2ccc3[nH]ccc3c2)n2ccnc2c1
→ -475.0, -2.5
O=C(c1cc2c(c(-c3cccc(-c4ccncc4)c3)n1)[C@H](CCO)N(C(=O)c1ccc3c(c1)OCO3)C2)N1CCOCC1
→ 17.8, 1.2
CCc1nc2c(OCc3ccccc3OC)cccn2c1N(C)C(=O)C(C)C
→ 14.2, -1.0
N#Cc1cc(NC(=O)c2ccc(Cl)cc2)ccc1Sc1ccccc1
→ -24.0, -0.3
CN(C)CCN1CCN([C@H]2CS(=O)(=O)N[C@@H]2COCc2ccccc2)CC1
→ 0.3, -26.7
CC(=O)Nc1cccc(-c2ccnc3c2CC(C(=O)Nc2cccc(N(C)C)c2)O3)c1 (stereo not drawn)
→ -143.2, 4.3
COc1ccc(Cc2c(C3CCCCC3)nc3c(Cl)cc(C(F)(F)F)cn23)c(C)c1
→ -28.9, -11.5
CC(O)(c1ccc(F)c(F)c1)c1nc(-c2ccoc2)cs1 (stereo not drawn)
→ -4.5, -8.7
O=S1(=O)CC(N2CCN(c3ncccn3)CC2)CN1Cc1ccc(F)cc1 (stereo not drawn)
→ 11.6, 3.0
CC(C)CC(N)c1csc(Nc2ccc(C(=O)NCCO)cc2)n1 (stereo not drawn)
→ -110.9, -1.6
CN1CCN(C(=O)c2cc3c(c(-c4cccc(C#CC(C)(C)O)c4)n2)[C@H](CCO)N(S(=O)C(C)(C)C)C3)CC1 (stereo partly drawn)
→ 14.4, 1.4
CN(CCO)C(=O)c1nc[nH]c1C(=O)N(C)Cc1ccccc1
→ 12.3, 1.6
CCC(=O)N1CCCC1(C)C(=O)NCc1ccc(SC)cc1 (stereo not drawn)
→ 4.9, 1.4
CCCNC(=O)C1(C)CCCN(Cc2c(F)cccc2F)C1 (stereo not drawn)
→ -5.5, -2.6
O=C(CC[C@H]1O[C@@H](n2ccc(=O)[nH]c2=O)[C@H](O)[C@@H]1O)NCc1ccc2c(c1)OCO2
→ 19.8, -1.7
COc1ccccc1Cc1c(-c2ccc(F)cc2)nc2ccc(Cl)cn12
→ -45.6, 9.4
CN(C)c1ccc(C=Cc2ccnc3ccccc23)cc1N
→ -32.9, 21.3
CCOC(=O)[C@]12CCCC=C1N(CCc1ccc(OC)c(OC)c1)C(=O)[C@H](CC(=O)N1CCCCC1)C2
→ 18.5, -0.4
O=C(NCCN1CCC(n2c(=O)[nH]c3ccccc32)CC1)c1ccc(F)cc1F
→ 6.6, 0.4
CC(C)NC(=O)C1Cc2c(-c3ccccc3Oc3ccccc3)ccnc2O1 (stereo not drawn)
→ 5.4, -0.5
CCCS(=O)(=O)NC(=O)C1(C)CCN(C(=O)c2ccc(F)cc2Cl)C1 (stereo not drawn)
→ 16.3, 2.1
O=C(NC(c1ccc(Cl)cc1)c1cnccn1)C1CCN(CCCOc2ccccc2)CC1 (stereo not drawn)
→ 11.8, -0.1
COc1ccc(C(O)c2ncc(-c3ccccc3)[nH]2)cc1F (stereo not drawn)
→ 8.3, 1.2
Cc1ccccc1-c1nc(NC(C)C)nc2cc(-c3ccccc3)sc12
→ -430.6, -89.3
Cc1cc2nc(-c3ccccc3)c(Cc3ccsc3)n2c(C)c1Br
→ 5.5, 6.7
Cc1ccc(S(=O)(=O)N2[C@H](CC(=O)c3ccc(F)cc3)OC[C@@H]2C)cc1
→ 9.4, 2.2
OC(c1ccc(F)c(F)c1)c1nc(-c2cc(F)cc(F)c2)cs1 (stereo not drawn)
→ 11.2, -1.4
O=C(Nc1ccc(F)c(Cl)c1)C1Cc2c(-c3ccco3)ccnc2O1 (stereo not drawn)
→ 6.0, 2.3
Cn1c(=O)c2cc(NC(=O)CCc3ccccc3)ccc2n1Cc1cccc(C(F)(F)F)c1
→ i, 16.2
CCCS(=O)(=O)NC(=O)C1(C)CCN1C(=O)Cc1ccc(Cl)cc1Cl (stereo not drawn)
→ 31.7, 3.1
COc1ccc(Nc2nc(NC(C)C)nc3ccsc23)cc1OC
→ -94.9, 1.3
O=S1(=O)CC(N2CCN(CCO)CC2)CN1Cc1cn(Cc2ccc(Cl)cc2)nn1 (stereo not drawn)
→ 21.9, 0.9
Cc1cnc(C(=O)N(c2ccc(N3CCOCC3)cc2)C2C(=O)Nc3ccccc3N=C2c2ccc(F)cc2)cn1 (stereo not drawn)
→ 14.4, -3.3
Cc1c(Br)cccc1NC(=O)C1(C)CCN1Cc1ccccc1OC(F)F (stereo not drawn)
→ 2.9, -1.2
Cc1ccc(S(=O)(=O)NC(=O)C2(C)CCN2C(=O)Cc2ccc(C(C)(C)C)cc2)nc1 (stereo not drawn)
→ 7.4, 0.1
Cn1c(=O)c2cc(NC(=O)NCc3ccccc3)ccc2n1C/C=C/c1ccccc1
→ -480.5, 2.4
C[C@H]1CN([C@@H](C)CO)S(=O)(=O)c2ccc(Br)cc2O[C@@H]1CN(C)S(=O)(=O)c1ccccc1F
→ 20.7, 2.9
COc1ccc2c(CN3CCN(c4ccc(Cl)c(Cl)c4)CC3)cc(=O)oc2c1
→ -32.8, 0.2
Cc1cccc(C)c1NC(=O)CN(Cc1ccccc1)Cc1ccccc1
→ 12.9, -0.3
CC(=O)Nc1ccc(C(=O)N2CCCC(c3cc(C(=O)Nc4ccccc4)no3)C2)cc1 (stereo not drawn)
→ 3.1, 1.4
CCCCn1nnnc1C1(C)CCC(=O)N1CCOc1ccccc1 (stereo not drawn)
→ 20.5, 0.4
Cc1cc2oc(=O)cc(CN3CCCCCCC3)c2cc1Cl
→ 11.6, -3.5
CC(=O)Nc1ccc(C(=O)N2CCCCC2c2cc(C(=O)N3CCOCC3)no2)cc1 (stereo not drawn)
→ 11.7, 3.0
O=C(c1[nH]c(C(F)(F)F)nc1-c1ccccc1)N1CCN(Cc2c(F)cccc2Cl)CC1
→ 21.7, -1.1
O=C(/C=C/[C@H]1O[C@@H](n2cnc3c(NC(=O)c4ccccc4)ncnc32)[C@H](O)[C@@H]1O)NC1CCCCC1
→ 3.5, 1.0
O=C(Nc1nnc([C@@H]2C[C@H](O)[C@@H](CO)O2)s1)c1ccc(Oc2ccccc2)cc1
→ -14.7, -0.9

At a glance, some entries already given.
Each structure is followed by: SENP8 inh, SENP1 FRET inh
CC(=O)Nc1ccc(C(=O)N2CCCCC2c2cc(C(=O)N3CCOCC3)no2)cc1 (stereo not drawn)
→ 11.7, 3.0
O=C(c1[nH]c(C(F)(F)F)nc1-c1ccccc1)N1CCN(Cc2c(F)cccc2Cl)CC1
→ 21.7, -1.1
O=C(/C=C/[C@H]1O[C@@H](n2cnc3c(NC(=O)c4ccccc4)ncnc32)[C@H](O)[C@@H]1O)NC1CCCCC1
→ 3.5, 1.0
O=C(Nc1nnc([C@@H]2C[C@H](O)[C@@H](CO)O2)s1)c1ccc(Oc2ccccc2)cc1
→ -14.7, -0.9

Next compounds:
Each structure is followed by: SENP8 inh, SENP1 FRET inh
CC(C)(C)Cc1c(C2CCCCC2)nc2ccc(Cl)cn12
→ 4.8, -2.3
CC1=C(C(=O)N2CCCCCC2)CC(CC(=O)NCC2CCCCC2)C(=O)N1CCCN1CCCC1=O (stereo not drawn)
→ -1.8, 1.9
O=C(C(=O)N1CCN(C(=O)OCc2ccccc2)CC1)c1cccs1
→ 11.3, -1.1
Cc1cc(C)n2nc(CNS(=O)(=O)c3ccc(C(C)(C)C)cc3)nc2n1
→ 9.8, -0.4
CC1(C(=O)NS(=O)(=O)c2ccc3c(c2)CCO3)CCN1C(=O)C1(c2ccc(Cl)cc2)CC1 (stereo not drawn)
→ 15.4, -0.9
CC1(C(=O)Nc2ccccc2)CCN1C(=O)CCc1ccc(Cl)cc1Cl (stereo not drawn)
→ 2.1, 0.8
CN1CCN(C(=O)c2cccc(-c3ccc4nccn4c3)c2)CC1
→ -0.2, 0.3
Cn1c(=O)c2cc(NC(=O)CCc3cccc(Cl)c3)ccc2n1Cc1cccc(C(F)(F)F)c1
→ i, 3.5
CCOC(=O)C(c1nc2ccccc2[nH]1)n1c(-c2ccccn2)nc2ccccc21 (stereo not drawn)
→ -21.6, -17.0
COc1ccccc1CNC(=O)c1cc(-c2cc(Cl)ccc2C)n[nH]1
→ 17.9, 1.6
O=C(C[C@H]1CC[C@H]2[C@@H](COC[C@H](O)CN2Cc2ccccc2)O1)NCCCN1CCOCC1
→ 15.2, 2.4
O=C1c2ccccc2C(c2nnnn2-c2ccc3c(c2)OCCO3)N1CCOc1ccccc1 (stereo not drawn)
→ 14.7, 3.3
C/C=C/c1cccc(-c2nc(C(=O)NC3CCC3)cc3c2[C@@H](CCO)N(S(=O)C(C)(C)C)C3)c1 (stereo partly drawn)
→ -48.4, -29.4
CC(=O)C1=CCC(c2ccc(C)cc2)N(S(=O)(=O)c2ccc(Cl)cc2)C1 (stereo not drawn)
→ 11.5, 0.1
CC[C@@H]1CCC[C@@H](O)[C@@H](C)C(=O)O[C@H](C)[C@@H](C)C/C=C(C)/C(OC)=C\C(=O)N(C)C([C@@H](C)CC)C(=O)N(C)[C@@H](C(C)C)C(=O)N(C)[C@@H](COC)C(=O)N2CCC[C@H]2C(=O)N(C)[C@@H](C(C)C)C(=O)N2CCC[C@H]2C(=O)O1 (stereo partly drawn)
→ 14.0, 4.2
CCCNC(=O)C1(C)CCCN(Cc2cccc(C(F)(F)F)c2)C1 (stereo not drawn)
→ 12.5, 0.4
COC(=O)[C@@]12C[C@@H](CC(=O)NCc3ccc(OC)c(OC)c3)C(=O)N(Cc3ccccc3)C1=CCC(C)(C)C2
→ 15.2, 1.2
COc1cccc(NC(=O)C2(C)CCN2Cc2ccc(-c3ccccc3)o2)c1 (stereo not drawn)
→ 11.3, -2.4
CS(=O)(=O)c1cc(N2CCOCC2)ccc1CNC[C@H]1O[C@@H](n2cnc3c(=O)[nH]c(N)nc32)[C@H](O)[C@@H]1O
→ -59.0, -2.7
O=C(NCc1ccccc1)C(C1CC1)n1c(-c2cccs2)nc2ccccc21 (stereo not drawn)
→ -326.6, 3.1
CCOC(=O)[C@]12CCC=C1N(Cc1ccc3c(c1)OCO3)C(=O)[C@H](CC(=O)N1CCCCC1)C2
→ 11.6, 1.5
CCc1nc2c(OCCc3cccc(OC)c3)cccn2c1N(C)C(=O)c1cccs1
→ 12.5, 2.0
C=Cc1ccc(Cn2c(C)c(C(=O)NCc3cccc(C(F)(F)F)c3)sc2=O)cc1
→ 8.3, -2.9
O=C1NC[C@H](CC2CCCCC2)N(CCC23CC4CC(CC(C4)C2)C3)C1=O
→ 6.7, -2.1
O=C(Nc1ccc2c(c1)OCCO2)C(c1cc2ccccc2o1)N1CCN(c2ccc(C(F)(F)F)cn2)CC1 (stereo not drawn)
→ -30.9, 1.8
CN(Cc1ccc(Cl)c(Cl)c1)C(C(=O)NCc1ccccc1)c1ccc(C(F)(F)F)cc1 (stereo not drawn)
→ -90.6, -33.8
CC(=O)ON=C1C=CC(=C(C#N)c2ccccc2)C=C1
→ 10.8, 2.0

Structural class: the entries above with a furan ring, fused or not (four)
Each structure is followed by: SENP8 inh, SENP1 FRET inh
CC(O)(c1ccc(F)c(F)c1)c1nc(-c2ccoc2)cs1 (stereo not drawn)
→ -4.5, -8.7
O=C(Nc1ccc(F)c(Cl)c1)C1Cc2c(-c3ccco3)ccnc2O1 (stereo not drawn)
→ 6.0, 2.3
COc1cccc(NC(=O)C2(C)CCN2Cc2ccc(-c3ccccc3)o2)c1 (stereo not drawn)
→ 11.3, -2.4
O=C(Nc1ccc2c(c1)OCCO2)C(c1cc2ccccc2o1)N1CCN(c2ccc(C(F)(F)F)cn2)CC1 (stereo not drawn)
→ -30.9, 1.8

Assay outcomes as filed in PubChem.
